From PubChem BioAssay
tim23-1 inh: growth inhibitors of tim23-1 mutant yeast. inhibition, % at 20 µM. S. cerevisiae tim23-1 growth, BacTiter-Glo luminescence, 24 h. 330,000 tested, 1.3% active;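 active means growth inhibition of the mutant yeast at or above 50%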;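 further: temperature-sensitive mutant grown at 25 °C; plate controls were DMSO-treated mutant yeast for no effect and medium wells lacking yeast for full effect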
APJ antag: antagonists of human APJ apelin receptor; 330,000 tested, 0.32% active; P35414; inhibition, % at 20 µM; CHO-K1 APJ beta-arrestin complementation, luminescence; AID 2521;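 active means inhibition above about 40% at 20 µM, limit read from the data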;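 further: cells challenged with 10 nM apelin-13 agonist together with compound; plate controls were apelin-13 plus DMSO wells for no effect and DMSO wells lacking apelin-13 for full effect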
Target sequence (P35414 whole entry, looked up): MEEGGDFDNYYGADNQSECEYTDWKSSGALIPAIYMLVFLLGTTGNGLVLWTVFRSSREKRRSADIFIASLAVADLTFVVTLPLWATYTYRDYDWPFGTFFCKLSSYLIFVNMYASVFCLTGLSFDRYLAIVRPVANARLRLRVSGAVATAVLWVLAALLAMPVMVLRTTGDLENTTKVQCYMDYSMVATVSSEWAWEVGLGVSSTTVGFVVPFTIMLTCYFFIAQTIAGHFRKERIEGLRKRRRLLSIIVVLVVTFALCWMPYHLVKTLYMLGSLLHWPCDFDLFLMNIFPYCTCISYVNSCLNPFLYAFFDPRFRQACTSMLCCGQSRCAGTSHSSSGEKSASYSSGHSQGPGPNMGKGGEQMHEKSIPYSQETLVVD
EBI2 antag: EBI2 (human) antagonism; AID 651636; inhibition, % at 5 µM; 360,000 tested, 0.81% active; EBI2 beta-arrestin recruitment, luminescence, 7a,25-OHC stimulated; P32249; in the data active means inhibition above about 38%;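 further: enzyme fragment complementation signal reports receptor beta-arrestin coupling in cells; 0% = agonist plus DMSO wells and 100% = wells without agonist; some results beyond the cut were filed as inactive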
Target sequence (P32249 whole entry, looked up, the tested form may be a part): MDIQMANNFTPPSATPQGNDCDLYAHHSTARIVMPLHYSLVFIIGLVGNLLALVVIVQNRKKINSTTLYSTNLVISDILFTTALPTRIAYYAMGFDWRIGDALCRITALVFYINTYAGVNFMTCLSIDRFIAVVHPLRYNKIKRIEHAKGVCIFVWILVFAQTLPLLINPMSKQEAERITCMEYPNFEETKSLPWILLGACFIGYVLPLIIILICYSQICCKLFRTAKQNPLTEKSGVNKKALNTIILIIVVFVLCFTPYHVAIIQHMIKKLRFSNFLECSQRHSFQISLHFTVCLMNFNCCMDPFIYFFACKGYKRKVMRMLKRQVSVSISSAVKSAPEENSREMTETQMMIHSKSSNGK
APJ ag: agonists of human APJ apelin receptor; P35414; CHO-K1 APJ PathHunter beta-arrestin, luminescence; 0% DMSO wells, 100% apelin; activation, % at 20 µM; 330,000 tested, 0.11% active; AID 2520;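 active means activation more than six SD over the plate average, tested at 20 µM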;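 further: 0% = DMSO alone and 100% = apelin-13 at 10 nM; some results filed as inactive read as strong as hits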
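Material: CHO-K1 APJ beta-arrestin complementation cell line; Input: cell density 1000 per well; Incubation: compound stimulation 90 min at 25 °C, detection 60 min; Signal: luminescence from split beta-galactosidase complementation, Galacton Star/Emerald II substrate; Controls: DMSO-only wells as negative, 10 nM Apelin-13 as positive control.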
Mdm2-MdmX inh: human Mdm2/MdmX binding inhibition | 330,000 tested, 3% active | SaOS-2 split-luciferase Mdm2/MdmX complementation, luminescence | O15151+Q00987 | inhibition, % at 8 µM;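 active means inhibition of at least 50% at 8 µM in the primary screen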
CCR6 antag: CCR6 (human) receptor antagonism; CHO-K1 CCR6 PathHunter beta-arrestin, luminescence, CCL20-stimulated; inhibition, % at 20 µM; 340,000 tested, 0.49% active;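 active means compounds whose inhibition of the agonist-driven luminescence signal at 20 µM reaches about 50%, limit read from the data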;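 further: cells stimulated with CCL20 at 14 nM final; plate controls were DMSO with CCL20 for no effect and DMSO without agonist for full effect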
UPR CHOP act: apoptotic UPR (CHOP) activation. CHO-CHOP luciferase reporter, luminescence; percent of tunicamycin response over DMSO baseline. activation, % at 10 µM. 330,000 tested, 0.34% active;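 active means at 10 µM dose, activation of 40% or more, normalized to positive control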;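 further: 100% = tunicamycin at 10 µg/mL and 0% = DMSO alone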
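System: CHO-CHOP luciferase reporter cell line; amount: 500 cells/well; buffer or medium: F12 medium containing 10% fetal bovine serum; incubation: 6 h compound exposure at 37 °C after overnight seeding; measured by: luciferase luminescence after 10 min with Steady-Glo reagent; evaluation: % reporter activation, DMSO baseline versus tunicamycin full activation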
UPR XBP1 act: activators of adaptive arm of unfolded protein response (XBP1) | CHO-XBP1 luciferase reporter, IRE1-XBP1 UPR activation, luminescence; percent of tunicamycin response, DMSO as zero | 330,000 tested, 0.33% active | activation, % at 20 µM | AID 463104;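 active means versus positive control, 20 µM dose yields 30% or more activation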;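 further: 100% = tunicamycin at 10 µg/mL and 0% = DMSO only wells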
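Material: CHO-XBP1 cells stably carrying IRE1-XBP1-driven luciferase reporter / Amount: 1000 cells per well / Compound: 20 µM, 1% DMSO / Times: 6 h treatment, 37 °C / Detection: luciferase luminescence / Measure: % activation of reporter signal versus tunicamycin and DMSO controls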
CXCR6 inh: inhibitors of human CXCR6 receptor | O00574 | CHO-K1 PathHunter CXCR6 beta-arrestin, luminescence | inhibition, % at 20 µM | 360,000 tested, 0.36% active; in the data active means inhibition above about 34%, passing the limit was not always enough;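 further: antagonist mode with CXCL16 agonist at 10 nM final; 0% = 10 nM CXCL16 with DMSO and 100% = unstimulated wells without agonist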
An asterisk follows results filed as active; . = not tested or not shown; & = joins results of further samples.

Compound	CCR6 antag	UPR XBP1 act	APJ ag	EBI2 antag	tim23-1 inh	UPR CHOP act	Mdm2-MdmX inh	APJ antag	CXCR6 inh
COc1ccc(CCN(C)C(=O)c2c(C)nn(CC(C)C)c2Cl)cc1OC	-5	-8	-4	-5	13	0.9	20	-17	2
CCN(CC)c1ccc(N2C(=O)/C(=C\c3cccs3)SC2=S)cc1	-15	12	5	8	0	-1.2	28	1	-11
Cc1c(OCc2nn[nH]n2)ccc2c3c(c(=O)oc12)CCC(C)C3 (stereo unspecified)	4	-2	-1	3	21	0.2	8	6	-3
CCOC(CCn1c(SCc2cccc([N+](=O)[O-])c2)nc2ccccc2c1=O)OCC	28	-1	-3	17	-1	1.9	25	14	13
CC1CCN(C(=O)CSc2nnc(-c3cccnc3)o2)CC1	9	-2	-2	-12	0	-0.1	1	3	2
Cc1ccc(-n2nc3c(c2NC(=O)CC(C)C)CS(=O)C3)cc1 (stereo unspecified)	-10	2	-3	0	3	-0.3	-25	-68	-4
COc1ccccc1C1CCCN1Cc1nc(-c2ccc(C)s2)oc1C (stereo unspecified)	9	-2	-5	6	20	0.0	75*	4	3
O=C(N/N=C/c1cc2ccccc2nc1Cl)/C(=C/c1cccs1)NC(=O)c1ccccc1	23	1	1	7	2	-1.6	15	14	9
CC(=O)Nc1ccc(NC(=O)CCn2nnc3ccccc32)cc1	-1	-1	-1	-2	9	-2.1	5	-2	-6
Cc1cccc([C@H]2[C@@H]3C=CCC[C@@H]3C(=O)N2Cc2ccccc2)c1	17	-1	.	0	50	1.1	15	.	3
COCCCNC(=O)c1ccc(N(C)S(C)(=O)=O)cc1	-10	-4	-4	-9	-12	-0.1	16	14	1
CN(CCCN1CCOCC1)Cc1nc(-c2ccccc2)no1	-3	-2	-4	1	5	0.7	11	17	-8
COc1ccc(C2C3CCCCC3(O)CCN2C(=O)c2cccs2)cc1 (stereo unspecified)	10	-3	-2	-7	37	3.3	-3	-1	-1
O=C(COC(=O)/C=C/c1ccc(Cl)cc1)NC1CC1	-1	-2	-3	9	16	-0.4	14	5	-2
Cc1cc(C)n2nc(S(=O)(=O)NC(C)(C)C)nc2n1	9	0	-3	-6	3	-0.3	-16	-6	-4
CC(C)n1ncc2c(C(=O)NCCc3ccc(S(N)(=O)=O)cc3)cc(C3CC3)nc21	6	0	-1	-3	2	1.3	11	7	-7
CC(=O)c1ccc(S(=O)(=O)Nc2cc3c(cc2C(C)=O)OCO3)cc1	9	-4	-4	5	-4	-1.2	20	-7	1
COc1cc2c(c(O)c1OC)-c1c(cc(OC)c(OC)c1O)[C@@H](OC(=O)c1ccccc1)[C@@](C)(O)[C@@H](C)[C@@H]2OC(C)=O	.	-3	-8	.	13	8.9	-6	2	.
O=C(COC(=O)Cc1ccc(Br)cc1)NCC1CCCCC1	21	3	-1	5	21	-0.6	15	10	-1
Cc1c(Br)cnn1C(C)C(=O)N1CCN(c2ccccc2F)CC1 (stereo unspecified)	16	-1	-3	5	24	0.0	7	13	3
CN1CCc2c(c3ccccc3n2C)C1	-7	-1	-5	-5	6	2.9	25	-2	0
CC(=O)N(Cc1c(C#N)c2ccccc2n1C)c1ccccc1	-8	-1	-3	3	6	-0.7	-9	15	10
CCCCN(CC)Cc1ccc(CNC(=S)Nc2ccccc2F)o1	13	-2	-2	-10	18	1.3	0	-29	2
Cc1ccc(CNC(=O)COC(=O)c2ccc(S(=O)(=O)NCc3ccco3)cc2)cc1	4	-3	-2	-4	-7	-0.1	-3	16	-5
CCCCn1c(NC(=O)CC)c(C#N)c2nc3ccccc3nc21	7	1	-4	-8	12	-0.5	-9	3	-2

Four entries from above, as labelled records:
> O=C(COC(=O)/C=C/c1ccc(Cl)cc1)NC1CC1
- CCR6 antag: -1
- UPR XBP1 act: -2
- APJ ag: -3
- EBI2 antag: 9
- tim23-1 inh: 16
- UPR CHOP act: -0.4
- Mdm2-MdmX inh: 14
- APJ antag: 5
- CXCR6 inh: -2

> CCCCn1c(NC(=O)CC)c(C#N)c2nc3ccccc3nc21
- CCR6 antag: 7
- UPR XBP1 act: 1
- APJ ag: -4
- EBI2 antag: -8
- tim23-1 inh: 12
- UPR CHOP act: -0.5
- Mdm2-MdmX inh: -9
- APJ antag: 3
- CXCR6 inh: -2

> O=C(COC(=O)Cc1ccc(Br)cc1)NCC1CCCCC1
- CCR6 antag: 21
- UPR XBP1 act: 3
- APJ ag: -1
- EBI2 antag: 5
- tim23-1 inh: 21
- UPR CHOP act: -0.6
- Mdm2-MdmX inh: 15
- APJ antag: 10
- CXCR6 inh: -1

> CN1CCc2c(c3ccccc3n2C)C1
- CCR6 antag: -7
- UPR XBP1 act: -1
- APJ ag: -5
- EBI2 antag: -5
- tim23-1 inh: 6
- UPR CHOP act: 2.9
- Mdm2-MdmX inh: 25
- APJ antag: -2
- CXCR6 inh: 0

Remaining list, next part
Compound	CCR6 antag	UPR XBP1 act	APJ ag	EBI2 antag	tim23-1 inh	UPR CHOP act	Mdm2-MdmX inh	APJ antag	CXCR6 inh
COCCSc1ccccc1C(=O)Nc1nccs1	-2	-4	-8	2	14	-1.5	11	9	4
CCC1=NN(C(=O)c2ccc(C)cc2)C(O)(c2ccc(Br)cc2)C1 (stereo unspecified)	19	2	1	12	38	2.4	6	-13	10
CC(C)C1CC(CCNCc2ccc3c(c2)OCO3)(c2ccccc2)CCO1 (stereo unspecified)	26	0	-1	2	20	1.5	44	-22	7
CC(=O)Nc1ccc(NC(=O)CSc2nnc3ccc(-c4ccccn4)nn23)cc1	6	2	0	-5	-12	0.0	8	6	2
O=C1CC(c2cccc(F)c2)SC(N(c2ccccc2)c2ccccc2)=N1 (stereo unspecified)	17	-3	-1	0	17	2.9	-6	5	8
O=C(Nc1cccc(N2C(=O)C=CC2=O)c1)c1cccs1	.	-6	-2	17	-5	124*	25	-7	77*
N#CCC(=O)Nc1ncc(Cc2ccccc2Cl)s1	-7	0	-4	3	31	-0.7	-3	13	-7
Cc1ccc(S(=O)(=O)CC(=O)NC(C)(C)C)cc1	4	-3	-1	-10	-2	-3.8	8	3	-1
CCOC(=O)N1CCC(Nc2c(NCCN3CCN(c4ccccc4F)CC3)c(=O)c2=O)CC1	-1&10	-1	-2	2&-9	10	1.7	-17	7	3&-4
Cc1cccc(NC(=O)C2CC(O)CN2C(=O)OCc2ccccc2)c1 (stereo unspecified)	-4	-6	-2	-3	-2	-0.8	22	17	-4
Cc1cc(C(=O)OCC(=O)Nc2ccccc2Br)c(C)o1	11	0	-3	0	7	2.1	-10	8	4
CCc1ccc(OCC(=O)N/N=C\c2ccco2)c([N+](=O)[O-])c1	8	3	0	-16	10	7.9	-27	-7	2
Cc1cc(NC(=O)CCC(=O)N(Cc2cccs2)C(C(=O)NC2CCCC2)c2ccncc2)no1 (stereo unspecified)	1	0	-1	8	4	-1.1	-22	6	-2
Cc1ccc2nsnc2c1NC(=S)NC(=O)c1ccco1	24	0	-3	0	3	1.6	16	9	-1
O=C(NC1CCN(C(=O)Nc2ccccc2Cl)CC1)c1ccco1	6	3	-2	-6	8	1.4	-21	-4	-10
Fc1ccc(-c2ccc(NCCN3CCOCC3)nn2)cc1	3	-3	-1	6	-3	0.9	-33	8	-5
COC(=O)c1ccc(Cl)c(NC(=O)NC2CCCCC2)c1	-5	2	-3	5	15	-0.4	22	-7	5
COc1ccc(C2c3[nH]c4ccccc4c3C[C@H]3C(=O)N(C)CC(=O)N23)cc1OC (stereo partly specified)	3	-1	-2	-7	0	3.4	-16	-12	-4
CC(=O)NCC(=O)NC1CCCc2c1cnn2-c1ccc(C(C)(C)C)cc1 (stereo unspecified)	10	1	-3	-7	12	-0.1	6	6	12
CC(/C=C/C=C/c1ccccc1)=N/NC(=O)CNc1ccc(C)cc1	6	-3	0	16	24	3.7	-4	-1	6
CC(C)C(=O)NC(c1cccc([N+](=O)[O-])c1)c1ccc2cccnc2c1O (stereo unspecified)	16	0	0	11	38	7.5	81*	-14	19
O=C(O)CC(NC(=O)OCc1ccccc1)c1ccc(Br)cc1 (stereo unspecified)	1	-3	-4	2	-7	2.0	14	10	-4
O=C(O)c1cccc(NC(=O)C2CCCO2)c1 (stereo unspecified)	18	-2	-4	-3	17	-1.7	16	11	0

The list is partial; the hit share may differ from the screen's.
